# From PubChem
# mIAP act: increases mouse intestinal alkaline phosphatase activity; muIAP, CDP-Star luminescence, 30 min; active compounds read high; 1 = vehicle-only enzyme signal, 0 = enzyme-free wells; activation factor at 10 µM; hit rate 0.24% among 330,000; AID 2805;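 active means activation factor of at least 2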; further: the source names both 10 and 20 µM as test concentration; values of inactives mirror those of a sister screen read the other way
#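 also added = chemiluminescent substrate CDP-Star | test system = mouse IAP enzyme | signal = chemiluminescence readout | compound = DMSO-dissolved test compounds | incubation = 30 min at room temperature | benchmarks = DMSO wells, no-enzyme wells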
# NLRP3 yeast inh: blocks the NALP3 inflammasome reconstituted in yeast; inhibition, % at 10 µM; hit rate 0.39% among 330,000; Yeast reconstituted NLRP3/ASC/caspase-1, beta-gal luminescence, 24 h; AID 2825;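 active means inhibition of 50% or more; inactive means inhibition below 50%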;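 further: plate controls were induced DMSO wells for no effect and uninduced yeast grown without galactose for full effect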
# TIM10 inh: inhibits growth of TIM10 yeast strain; S. cerevisiae TIM10 strain growth, BacTiter-Glo luminescence, 24 h; inhibition, % at 10 µM; hit rate 1.4% among 330,000;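 active means inhibition of 40% or more at the single tested concentration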;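 further: wild-type TIM10 isogenic control strain grown at permissive 25 °C; 0% = DMSO yeast wells and 100% = minimal medium wells without yeast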
# mIAP inh: blocks mouse intestinal alkaline phosphatase | AID 2806 | hit rate 0.2% among 330,000 | purified mouse IAP, CDP-Star luminescence, 30 min | inhibition, % at 10 µM;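 active means inhibition of at least 40% at 10 µM in the primary screen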;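 further: plate controls were DMSO with enzyme for no effect and no enzyme wells for full effect; values of inactives mirror those of a sister screen read the other way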
# tim10-1 inh: tim10-1 yeast growth inhibition | inhibition, % at 20 µM | hit rate 2.2% among 330,000 | AID 463190 | S. cerevisiae tim10-1 ts strain growth, BacTiter-Glo, 24 h;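 active means inhibition of at least 40%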;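 further: mutant grown at 25 °C; 0% = DMSO wells with yeast and 100% = wells holding no yeast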
# hIAP inh: blocks human intestinal alkaline phosphatase | hit rate 0.12% among 330,000 | P09923 | AID 2544 | purified IAP, CDP-Star luminescence, 30 min | inhibition, % at 10 µM;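 active means inhibition reaching a set limit with compound at 10 µM in the primary screen, cut at about 35% in these data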;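 further: plate controls were DMSO wells with enzyme for no effect and no-enzyme buffer wells for full effect; values of inactives mirror those of a sister screen read the other way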
# Target sequence (P09923 whole entry, looked up): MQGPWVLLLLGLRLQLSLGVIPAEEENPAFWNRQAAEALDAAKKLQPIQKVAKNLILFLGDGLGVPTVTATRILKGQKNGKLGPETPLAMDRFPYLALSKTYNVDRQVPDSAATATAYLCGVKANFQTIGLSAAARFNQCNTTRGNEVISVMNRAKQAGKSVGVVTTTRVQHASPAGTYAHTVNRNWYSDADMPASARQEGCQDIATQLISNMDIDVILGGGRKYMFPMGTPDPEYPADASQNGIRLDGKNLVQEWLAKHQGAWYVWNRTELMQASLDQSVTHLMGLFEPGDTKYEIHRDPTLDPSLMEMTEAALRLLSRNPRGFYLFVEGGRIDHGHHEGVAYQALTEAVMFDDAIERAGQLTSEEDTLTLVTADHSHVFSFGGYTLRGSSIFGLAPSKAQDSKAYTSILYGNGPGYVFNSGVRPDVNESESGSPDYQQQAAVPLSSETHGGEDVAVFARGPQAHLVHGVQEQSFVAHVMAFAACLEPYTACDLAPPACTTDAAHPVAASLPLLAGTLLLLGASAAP
# APOBEC3A inh: inhibitors of human APOBEC3A DNA deaminase. inhibition, % at 20 µM. recombinant A3A, FAM/TAMRA ssDNA deamination fluorescence. P31941. AID 493011. hit rate 0.41% among 330,000;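 active means at least 40% inhibition at 20 µM here, with at most 30% in a related deaminase screen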;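 further: plate controls were A3A with DMSO for no effect and wells lacking A3A enzyme for full effect; some results filed as inactive read as strong as hits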
# Target sequence (P31941 whole entry, looked up): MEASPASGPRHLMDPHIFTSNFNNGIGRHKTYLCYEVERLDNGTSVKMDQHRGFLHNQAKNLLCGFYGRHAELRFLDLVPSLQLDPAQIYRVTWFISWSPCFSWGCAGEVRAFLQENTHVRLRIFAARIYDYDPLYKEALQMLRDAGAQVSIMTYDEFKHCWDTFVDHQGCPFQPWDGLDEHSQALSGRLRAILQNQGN
# MIN6 prolif: induces beta-cell replication in MIN6 cells | MIN6 cells proliferation, ATPlite luminescence, 48 h; cells starved in 0.2% serum; 100% = growth in 10% serum | proliferation, % at 10 µM | hit rate 0.29% among 330,000 | AID 2380;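 active means compounds whose signal lies at least 3.5 SD above the mean of all wells on their plate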;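 further: 0% = DMSO-treated cells in low-serum medium and 100% = 10% serum control; some compounds called inactive have numbers as strong as hits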
# A3G deaminase: blocks human APOBEC3G single-stranded DNA deamination. Q9HC16. recombinant A3G, ssDNA deamination FAM/TAMRA fluorescence. inhibition, % at 20 µM. hit rate 0.28% among 330,000;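 active means inhibition of at least 40% at 20 µM, with no more than 30% in the related APOBEC3A deaminase screen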;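 further: plate controls were DMSO wells with A3G for no effect and wells lacking A3G enzyme for full effect; some compounds called inactive have numbers as strong as hits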
# Numbers without * were called inactive.
nr	SMILES	mIAP act	NLRP3 yeast inh	TIM10 inh	mIAP inh	tim10-1 inh
1	CCCNc1c(NC(C)=O)c(=O)oc2ccccc12	1.02	-7.5	-13.3	-1.8	0.6
2	CCO[C@@H]1OC(C(=O)N2CCOCC2)=C[C@H](c2ccc(Br)cc2)[C@H]1CCCO	1.06	21.5	1.5	-6.5	-10.7
3	Cc1csc(=O)n1CC(=O)OCC(=O)NCc1ccc(F)cc1	1	14.7	-3.9	-0.3	-17.6
4	CCC(C)[C@H]1CNC(=S)N1CCC12CC3CC(CC(C3)C1)C2 (stereo not given in full)	0.995	26.5	-4.8	0.5	26.8
5	Cc1cc(NC(=O)CSCc2ccc([N+](=O)[O-])cc2)no1	0.954	-7.2	5.5	4.6	10.0
6	Fc1ccc(Nc2ncnc3sccc23)cc1	0.96	28.5	10.0	4.0	5.4
7	COc1ccc(CNC(=O)C(C#N)c2nc3ccccc3nc2N2CCN(C)CC2)cc1 (stereo not given)	0.899	12.5	21.5	10.1	13.1
8	CCc1cccc(C)c1NC(=O)C(c1ccccc1)N1CCC1=O (stereo not given)	0.991	10.0	-14.8	0.9	13.0
9	Cc1cc(C)cc(Oc2ccc(C(F)(F)F)cc2C#N)c1	0.919	-3.5	-1.4	8.1	-4.5
10	CN(C)c1ccc(C(CC(=O)O)C(=O)O)cc1 (stereo not given)	1.07	1.1	-1.1	-6.6	9.5
11	CC(=O)c1ncnn1CC(=O)c1ccc(Cl)cc1Cl	0.839	-4.9	-2.0	16.1	13.2
12	FC(F)(F)c1ccc(CN2C[C@@H]3C(c4ccc(Cl)nc4)C4(c5cccnc5)CC3(C4)[C@H]2c2ccccc2)cc1 (stereo not given in full)	0.955	-10.4	21.9	4.5	23.9

nr	hIAP inh	APOBEC3A inh	MIN6 prolif	A3G deaminase
1	-26.5	-3.7	-2.0	-5.5
2	-0.9	-2.1	0.6	-11.6
3	-2.6	-2.1	-2.8	-6.6
4	-7.9	-7.1	-8.1	-10.9
5	-8.3	1.5	3.3	-9.4
6	6.7	-1.7	0.0	-10.3
7	19.1	-2.0	-7.1	-4.7
8	-4.9	-0.5	-2.6	0.6
9	11.0	-4.7	-0.1	-7.3
10	-12.4	0.3	-3.1	-1.9
11	-6.3	3.0	-2.0	-2.5
12	4.8	-1.7	-6.8	-4.5

# Further records follow.
nr	SMILES	mIAP act	NLRP3 yeast inh	TIM10 inh	mIAP inh	tim10-1 inh
13	CCC(=O)Nc1nc2ccccc2n1CCN1CCOCC1	1.02	11.3	0.9	-2.3	10.5
14	Cc1nc(N2CCCCC2C)c2c(C)c(C(=O)Nc3ccccc3C(F)(F)F)sc2n1 (stereo not given)	0.924	-4.7	6.9	7.6	6.5
15	O=C(COc1ccccc1)N1CCNC1=O	1.08	-5.6	2.7	-8.4	1.9
16	O=C(c1ccco1)N1CCN(Cc2csc(-c3ccccc3Cl)n2)CC1	1.01	21.4	5.7	-1.1	31.5
17	COCCC(=O)N1CCC(Oc2ccc(C(=O)N3CCC[C@H]3CO)cc2)CC1	1.05	3.6	-3.1	-5.0	-7.1
18	O=C1NC2(Nc3ccccc31)C(=O)Nc1ccccc12 (stereo not given)	1.05	10.7	11.6	-4.9	16.6
19	CN(C)CCN(C(=O)c1ccco1)c1nc2cc3c(cc2s1)OCCO3	0.962	18.2	-4.8	3.8	-3.8
20	CN(C)CCN(Cc1cc2cc3c(cc2nc1Cl)OCO3)C(=O)c1ccco1	1.07	-2.4	2.2	-6.7	-9.6
21	CC(C)COc1ccc(C(=O)Nc2ccccc2[N+](=O)[O-])cc1	0.924	29.5	6.5	7.6	14.9
22	CN(C)CCN(Cc1ccco1)C(=O)c1cc2c(Cl)nc3ccccc3c2s1	0.91	12.2	33.6	9.0	33.8
23	Cc1ccc(NC(=O)C(C)Sc2nnc(C3CC3)n2C2CC2)cc1S(=O)(=O)N1CCOCC1 (stereo not given)	0.976	18.4	3.3	2.4	1.3
24	COc1cccc(C(=O)N(CN2CCCC2=O)c2ccccc2OC)c1	1.16	9.7	0.9	-16.2	8.8

nr	hIAP inh	APOBEC3A inh	MIN6 prolif	A3G deaminase
13	-2.2	0.7	0.0	-0.8
14	9.0	-4.2	-5.4	-5.7
15	8.4	3.5	1.2	6.6
16	14.4	3.1	-4.9	9.8
17	2.0	1.4	-2.0	-0.4
18	-18.2	-4.6	-3.5	-3.8
19	9.0	-1.4	-3.4	-2.4
20	15.3	-0.4	1.0	-6.4
21	13.4	1.9	0.0	2.6
22	-19.4	-3.5	-5.7	-6.5
23	-11.5	-3.3	-1.0	-1.9
24	-20.2	-3.7	0.1	-5.1

# Continued.
nr	SMILES	mIAP act	NLRP3 yeast inh	TIM10 inh	mIAP inh	tim10-1 inh
25	C=C(C)CC(c1ccccc1)N(C(C)=O)c1ccco1 (stereo not given)	1.01	5.6	19.6	-1.2	19.1
26	CC1=C(C(=O)OCc2ccccc2)C(c2cccs2)NC(=O)N1CCCC(=O)O (stereo not given)	0.942	-2.1	-3.4	5.8	0.0
27	CCC(=O)N1CCc2cc(Br)cc(S(=O)(=O)CCC(=O)NCCOC)c21	0.991	17.7	-1.0	0.9	-3.6
28	CCCC(CCC)C(=O)Nc1ccncc1	1.07	-1.9	-10.6	-6.7	-41.1
29	CC(C)C(=O)Nc1ccc(S(=O)(=O)N2CCC(c3nc4ccccc4[nH]3)CC2)cc1	1.21	25.5	5.5	-20.8	9.1
30	COc1ccc(C2CC(c3cccs3)=NN2C(=O)CSC2=NCCS2)cc1 (stereo not given)	0.919	13.6	30.2	8.1	37.7
31	CC(=O)NCCSC(=O)c1ccc(F)cc1	1.2	13.7	-4.7	-19.7	6.4
32	Cc1ccc(C)c(S(=O)(=O)N2CC(=O)N(CCc3ccccc3)C(=O)C2)c1	0.916	14.6	1.2	8.4	13.0
33	Cc1nc(SCc2nc3ccc(F)cc3[nH]2)c2oc3ccccc3c2n1	0.884	44.2	10.0	11.6	16.9
34	O=C(CC1SCCNC1=O)Nc1ccccc1Cl (stereo not given)	1.12	1.7	-0.1	-11.8	1.1
35	S=C(Nc1ccc(Br)cc1)N1CCN(C2CCCCC2)CC1	1.02	25.5	12.6	-1.9	2.5
36	O=C(CCc1nc(-c2ccccc2)no1)NCc1cccnc1	0.965	4.5	-10.8	3.5	7.5

nr	hIAP inh	APOBEC3A inh	MIN6 prolif	A3G deaminase
25	-19.7	-1.5	0.1	-4.9
26	15.6	-2.1	2.8	-7.4
27	-11.0	-2.7	-1.6	-4.1
28	-2.5	-2.7	0.4	-7.0
29	-12.2	-2.3	-4.0	12.4
30	3.2	-3.3	0.5	-5.5
31	10.3	-8.5	-1.5	-8.6
32	-6.9	-6.5	0.0	-4.2
33	-3.8	-2.3	-4.8	-9.2
34	-5.3	-10.7	-2.0	-6.4
35	-19.8	-4.0	-4.2	-4.6
36	14.3	0.7	-0.8	-0.7

# (listing goes on)
nr	SMILES	mIAP act	NLRP3 yeast inh	TIM10 inh	mIAP inh	tim10-1 inh
37	COC(=O)N/N=C/c1cn(CCOc2cccc(OC)c2)c2ccccc12	1.02	6.6	6.8	-2.3	-4.8
38	Cc1nc(CS(=O)c2ccccc2)cc(N2CCOCC2)n1 (stereo not given)	0.934	14.3	-0.2	6.6	5.9
39	Cc1ccc(CNC(=O)C(=O)Nc2nccs2)cc1	0.935	25.6	-8.8	6.5	6.0
40	CCOC(=O)c1ccc(NC(=O)N2CCN(c3ccccn3)CC2)cc1	1.15	30.3	-2.8	-14.5	18.4
41	O=C(NCc1ccc(Cl)cc1Cl)Nc1ccccc1	1.87	25.8	13.8	-86.9	7.7
42	CCC(=O)N1CCN(c2ccccc2NC(=O)c2cccc(C)c2)CC1	0.905	8.3	3.0	9.5	5.9
43	c1ccc(Cc2nnc(Sc3ccccc3)c3ccccc23)cc1	1.02	15.7	15.1	-1.8	35.4
44	N#CC(c1ccc(Cl)nn1)c1c(F)cccc1Cl (stereo not given)	0.956	1.0	-9.2	4.4	-11.5
45	COC(=O)c1ccccc1Oc1c(F)c(F)nc(N2CCOCC2)c1F	1.06	-4.6	9.3	-5.7	-14.1
46	CCCOc1ccc(C(=O)NCC(c2ccco2)N(C)C)cc1OC (stereo not given)	0.981	4.4	-4.7	1.9	7.9
47	CC(=O)c1cccc(NC(=O)N2CCCc3ccccc32)c1	0.969	20.4	-5.2	3.1	17.3
48	CC(=O)Nc1ccc(CN2CCCC(CO)(Cc3cccc(Cl)c3)C2)cc1 (stereo not given)	1.01	6.0	2.6	-1.5	21.8

nr	hIAP inh	APOBEC3A inh	MIN6 prolif	A3G deaminase
37	-9.2	-0.2	2.4	-3.6
38	-10.8	-8.8	2.2	-6.9
39	14.5	0.3	-1.9	-2.1
40	-14.4	1.3	0.2	-0.6
41	-19.1	-2.3	-4.6	-11.1
42	4.9	-4.7	-1.9	-7.2
43	2.0	14.7	-6.2	0.8
44	-7.0	-1.2	-0.4	-4.8
45	-10.4	3.0	-1.3	6.7
46	1.7	1.9	-1.0	-0.3
47	4.6	-3.3	-0.9	-2.0
48	-1.5	-6.9	-2.9	-5.9

# Gathered by group, the compounds so far with a furan ring, fused or not.
nr	SMILES	mIAP act	NLRP3 yeast inh	TIM10 inh	mIAP inh	tim10-1 inh
16	O=C(c1ccco1)N1CCN(Cc2csc(-c3ccccc3Cl)n2)CC1	1.01	21.4	5.7	-1.1	31.5
19	CN(C)CCN(C(=O)c1ccco1)c1nc2cc3c(cc2s1)OCCO3	0.962	18.2	-4.8	3.8	-3.8
20	CN(C)CCN(Cc1cc2cc3c(cc2nc1Cl)OCO3)C(=O)c1ccco1	1.07	-2.4	2.2	-6.7	-9.6
22	CN(C)CCN(Cc1ccco1)C(=O)c1cc2c(Cl)nc3ccccc3c2s1	0.91	12.2	33.6	9.0	33.8
25	C=C(C)CC(c1ccccc1)N(C(C)=O)c1ccco1 (stereo not given)	1.01	5.6	19.6	-1.2	19.1
33	Cc1nc(SCc2nc3ccc(F)cc3[nH]2)c2oc3ccccc3c2n1	0.884	44.2	10.0	11.6	16.9
46	CCCOc1ccc(C(=O)NCC(c2ccco2)N(C)C)cc1OC (stereo not given)	0.981	4.4	-4.7	1.9	7.9

nr	hIAP inh	APOBEC3A inh	MIN6 prolif	A3G deaminase
16	14.4	3.1	-4.9	9.8
19	9.0	-1.4	-3.4	-2.4
20	15.3	-0.4	1.0	-6.4
22	-19.4	-3.5	-5.7	-6.5
25	-19.7	-1.5	0.1	-4.9
33	-3.8	-2.3	-4.8	-9.2
46	1.7	1.9	-1.0	-0.3

# An unsorted share of the library. Share with any hit: about 4.6%.
